Assay outcomes deposited in PubChem BioAssay by several laboratories.
HTR5A inv ctr: inverse agonist of human HTR5A in OPRM1-OPRD1 counter-screen; P47898; HTR5A cell line, luminescence, inverse agonism; inhibition, % at 9.3 µM; actives 0.083% (n = 340,000); AID 504634; in the data active = inhibition mostly above about 23%, no sharp cut-off; inactive = mostly below about 18%;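 note: 0% = cells with DMSO and 100% = no-cell wells with DMSO; some compounds called inactive have numbers as strong as hits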
Target sequence (P47898 whole entry, looked up): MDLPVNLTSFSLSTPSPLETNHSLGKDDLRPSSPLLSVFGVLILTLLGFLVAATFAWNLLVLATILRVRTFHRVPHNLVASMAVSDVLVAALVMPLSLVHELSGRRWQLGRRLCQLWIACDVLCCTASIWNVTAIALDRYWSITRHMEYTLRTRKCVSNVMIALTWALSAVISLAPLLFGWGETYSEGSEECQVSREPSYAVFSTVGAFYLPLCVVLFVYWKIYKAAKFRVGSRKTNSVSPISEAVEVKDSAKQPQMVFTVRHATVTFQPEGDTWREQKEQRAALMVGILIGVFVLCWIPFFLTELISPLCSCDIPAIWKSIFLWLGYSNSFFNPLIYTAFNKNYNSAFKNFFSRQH
PKA-R1A activ: activators of PKA-R1A complex; P00514+P68181; PKA-R1A dissociation, Cy5-IP20 fluorescence polarization; scaled: DMSO 0%, 113 µM cGMP 100%; activation, % at 11.4 µM; actives 0.083% (n = 340,000); AID 504707;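 active = percent activation above the mean of all tested compounds plus 3 SD, cut at about 19% in these data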;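 note: higher means more PKAc released from R1A so a rise in polarization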
HTR5A ag: HTR5A agonism, opioid heterodimer counter-screen. activation, % at 9.3 µM. HTR5A agonist assay, luminescence, cell-based. P47898. actives 0.61% (n = 340,000); in the data active = activation mostly above about 9.5%, no sharp cut-off; inactive = mostly below about 7.6%;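 note: 0% = cells with vehicle only and 100% = reference agonist; strong numbers were not always called active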
E coli growth: bacterial growth inhibition, counter-screen for AddAB inhibitors; E. coli V3065 growth, OD600 absorbance, 18 h; inhibition, % at 11.9 µM; actives 0.27% (n = 330,000); AID 449728;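 active = inhibition above the campaign's mean inhibition across all tested compounds plus 3 SD, cut at about 9.9% in these data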;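 note: uninfected addAB+ strain grown without phage in ampicillin broth; 0% = DMSO wells and 100% = ciprofloxacin 0.95 µg/ml wells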
CDK5 p35 inh: blocks human CDK5/p35 kinase activity; AID 488839; actives 0.01% (n = 330,000); Recombinant CDK5/p35, ADP-Glo luminescence, 60 min; inhibition, % at 10 µM; Q00535+Q15078;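 active = highest replicate inhibition of at least 50% and at least 75% of replicates reaching 50%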;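 note: plate controls were DMSO neutral control for no effect and GW8510 at 10 µM for full effect; many of its hits are not listed in these tables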
Mot1-301 SUMO: SUMOylation pathway inhibition by Mot1-301 growth rescue. S. cerevisiae Mot1-301 growth rescue, ATP luminescence, 38.5C; percent above DMSO median, 100 means doubled. growth rescue, % at 18.8 µM. actives 1% (n = 320,000). AID 2716;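 active = every valid replicate shows activation above 250% relative to neutral control wells; inactive = the rest, any valid replicate at or below 250%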;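 note: OY570 slx delta 5 strain wells were the positive control but not used for scaling; some compounds called inactive have numbers as strong as hits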
phage Ecoli inh: E. coli growth loss with phage present; growth absorbance; inhibition, % at 11.9 µM; actives 0.26% (n = 360,000); AID 651602; in the data active = inhibition above about 11%
DAGLB inh: diacylglycerol lipase beta (human) inhibition. Q8NCG7. actives 0.059% (n = 340,000). inhibition, % at 5.17 µM. HEK293T DAGLB membrane lysate, EnzChek fluorogenic substrate; in the data active = inhibition above about 34%;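 note: 0% = enzyme with vehicle and 100% = wells lacking enzyme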
PKA-R2B act: activates the human PKA-R2B holoenzyme complex; PKA-R2B holoenzyme dissociation, Cy5-IP20 fluorescence polarization; R2B truncated from residue 108, S112A mutant; 0% DMSO only, 100% 113 µM cGMP; P22694+P31323; actives 0.079% (n = 340,000); activation, % at 11.4 µM;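 active = activation above a cutoff set at the mean over all compounds plus 3 SD, cut at about 18% in these data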;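 note: higher means more holoenzyme dissociation and a rise in polarization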
Target sequence (P31323 whole entry, looked up, other chains not shown, the tested form may be a part): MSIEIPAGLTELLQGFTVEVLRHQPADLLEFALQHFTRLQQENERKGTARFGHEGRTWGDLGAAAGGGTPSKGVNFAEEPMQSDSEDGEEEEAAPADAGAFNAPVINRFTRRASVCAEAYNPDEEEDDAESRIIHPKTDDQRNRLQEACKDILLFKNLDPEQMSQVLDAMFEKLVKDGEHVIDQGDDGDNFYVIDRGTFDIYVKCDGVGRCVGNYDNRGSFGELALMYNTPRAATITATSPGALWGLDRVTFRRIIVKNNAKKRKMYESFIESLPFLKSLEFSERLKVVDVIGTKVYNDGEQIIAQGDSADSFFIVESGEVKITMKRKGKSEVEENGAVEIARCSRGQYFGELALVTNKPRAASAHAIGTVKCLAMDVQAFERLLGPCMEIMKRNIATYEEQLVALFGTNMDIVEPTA
AddAB inh: less growth of phage-infected E. coli with AddAB | actives 0.29% (n = 330,000) | E. coli expressing H. pylori AddAB, absorbance growth | inhibition, % at 11.9 µM; in the data active = inhibition above about 12%;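 note: 0% = vehicle wells of infected cells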
Tat export inh: inhibitors of E. coli Tat protein transport; actives 0.036% (n = 340,000); inhibition, % at 10 µM; AID 488895; E. coli MC4100 TorA-mCherry Tat export, fluorescence;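 active = mean replicate inhibition at least 50% and at least half of replicates individually reaching 50%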;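 note: exported cargo escapes ClpAP degradation while cytoplasmic cargo is degraded and loses fluorescence; 0% = median of neutral control wells and 100% = median of NaSCN control wells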
The depositor's hits bear a star; nt = no result given.

SMILES	HTR5A inv ctr	PKA-R1A activ	HTR5A ag	E coli growth	CDK5 p35 inh	Mot1-301 SUMO	phage Ecoli inh	DAGLB inh	PKA-R2B act	AddAB inh	Tat export inh
Cc1ccc(C(=O)N/C(=C\c2ccccc2)C(=O)NCC2CCCO2)cc1 (stereo unspecified)	3	-4	-1	-0.5	-0.8	6	0.1	0	-14	1.4	-4
COc1ccc(S(=O)(=O)N2CCN(c3ccc(F)cc3)CC2)cc1OC	-14	3	4	-0.7	-0.8	18	-0.6	-1	9	0.3	0
C=CC[C@@H](CC(=O)N[C@H](CO)Cc1ccccc1)C(=O)NCCOC(=O)[C@@H](CC=C)CC(=O)OC(C)(C)C	-3	5	6	0.3	0.5	1	1.6	0	-2	3.0	-3
Cc1nn(S(=O)(=O)c2cccc([N+](=O)[O-])c2)c(C)c1S(=O)(=O)N1CCOCC1	-28	-14	-2	-1.1	-5.1	-4	-0.5	0	0	1.4	-10
COc1ccc(C(=O)OCc2nnc(-c3ccccc3)o2)cc1S(=O)(=O)N1CCOCC1	5	-11	-2	-3.5	1.1	-7	7.8	1	-8	0.2	6
O=C(OCC(=O)N1CCCc2ccccc21)c1cc(Br)ccc1O	12	-7	-5	0.6	-4.1	222	2.9	-4	-18	0.3	9
Nc1nc(-c2cccnc2)nn1C(=O)CCc1ccccc1	18	3	2	0.8	-0.1	6	2.2	-1	4	4.0	3
COc1ccc(OC)c(C(=O)CSc2nc3cccnc3n2C)c1	-27	-7	0	-0.1	0.4	19	0.3	-1	-1	2.7	-6
CCC(C)CCN1C(Nc2ccccc2)=NC[C@@H]1C (stereo partly specified)	-20	1	-6	-0.3	0.1	-25	3.6	2	-4	2.9	-4
O=C(CSc1ncn[nH]1)NNC(=O)c1ccccc1	10	-6	3	-1.6	-2.7	-8	4.1	2	-5	-0.3	-3
COc1ccc(N(C(=O)c2cnccn2)C(C(=O)NC2CCCCC2)c2ccc(O)cc2)cc1 (stereo unspecified)	-11	-1	4	-4.2	0.0	-3	3.0	2	2	-1.0	-2
COc1ccc(-c2nnc(SCC(=O)NCc3cccs3)n2CC(C)C)cc1	8	-13	-3	1.4	-1.0	0	0.8	-4	0	3.3	2
COc1ccc(C(C)NC(=O)Cc2cccs2)cc1OC (stereo unspecified)	-14	-10	6	2.4	-0.5	-6	2.3	0	-1	0.6	-1
O=C(NC(=S)Nc1cc([N+](=O)[O-])ccc1O)C1CC1	-4	-17	0	1.4	0.7	-6	3.2	3	3	2.5	-7
COc1ccccc1NC(=O)C1=C(C)Nc2nnnn2C1c1cccc(Br)c1 (stereo unspecified)	-24	1	-1	-0.3	-1.4	-5	-0.6	1	-4	2.9	-6
Cc1ccc(-c2cc(C(=O)NCCCN3CCCC3)c3ccccc3n2)cc1C	6	6	-2	-3.5	nt	-6	1.7	1	-13	-0.1	-3
COc1ccc(CCNC(=O)c2ccc(-c3ccc([N+](=O)[O-])cc3)o2)cc1OC	13	-9	0	3.0	2.9	15	1.5	1	3	1.4	3
COc1cccc(C(=O)N2N=C(c3ccccc3)CC2(O)C(F)(F)F)c1 (stereo unspecified)	-16	4	3	-1.7	nt	-4	2.5	-2	-11	1.7	4
COc1ccc(CN(C(=O)CNC(=O)c2ccco2)C(C(=O)NCC2CCCO2)c2ccc(OC)c(OC)c2)cc1 (stereo unspecified)	-14	-3	-5	-2.5	1.9	7	-0.8	-2	-3	0.6	-4
COc1ccc(NC(=O)CSc2nccn2Cc2ccc(F)cc2)cc1	-20	-9	6	-1.3	1.7	-12	4.6	-4	4	2.6	-5

Pulled by compound from the list above:
SMILES	HTR5A inv ctr	PKA-R1A activ	HTR5A ag	E coli growth	CDK5 p35 inh	Mot1-301 SUMO	phage Ecoli inh	DAGLB inh	PKA-R2B act	AddAB inh	Tat export inh
COc1ccc(CCNC(=O)c2ccc(-c3ccc([N+](=O)[O-])cc3)o2)cc1OC	13	-9	0	3.0	2.9	15	1.5	1	3	1.4	3
Cc1ccc(-c2cc(C(=O)NCCCN3CCCC3)c3ccccc3n2)cc1C	6	6	-2	-3.5	nt	-6	1.7	1	-13	-0.1	-3

The listing continues.
SMILES	HTR5A inv ctr	PKA-R1A activ	HTR5A ag	E coli growth	CDK5 p35 inh	Mot1-301 SUMO	phage Ecoli inh	DAGLB inh	PKA-R2B act	AddAB inh	Tat export inh
CC(C)(C)c1ccc(C(=O)N2CCC(C(=O)c3ccccc3)CC2)cc1	-7	2	2	-2.4	-1.7	74	-1.7	-6	-10	1.5	0
O=C(CN1CCN(Cc2ccc3c(c2)OCO3)CC1)c1c[nH]c2ccccc12	-2	-3	1	2.1	-0.5	187	4.1	0	-6	1.6	6
COc1cc(C(O)C(=O)O)ccc1O (stereo unspecified)	-2	5	1	0.9	0.8	40	2.9	3	0	-0.8	1
Cc1ccc(NC(=O)CN2C(=O)C(C)Oc3ccccc32)nc1 (stereo unspecified)	-5	7	7	1.7	1.9	-18	nt	1	1	1.2	-9
CCCOC(=O)c1ccc(-c2c(C)noc2-c2ccc(OC)cc2O)o1	-42	-12	3	-3.0	-0.5	7	0.5	-6	-12	-0.2	7
CCn1c(=S)sc2c(=O)n(CC(=O)Nc3cccc(OC)c3)c(C)nc21	8	-8	2	1.1	-0.7	-10	0.7	1	-1	1.5	3
CC(C)(C)NCC(=Cc1ccccc1)C(=O)c1ccccc1	9	-1	-2	nt	-1.3	nt	2.5	-1	1	nt	-6
CCC(=O)NC(=S)Nc1ccc(NC(=O)c2ccc([N+](=O)[O-])cc2)cc1	-19	3	-1	-0.3	-0.6	89	2.4	9	4	5.0	-5
Cc1sc2nc(SCc3ccccc3)n(Cc3ccco3)c(=O)c2c1C	-46	7	2	2.1	-0.7	-7	0.9	-7	12	2.0	-6
Fc1cccc(Cc2noc(CN3CCCCC3c3ccccn3)n2)c1 (stereo unspecified)	2	-8	-1	1.3	-1.1	1	2.9	0	4	-2.2	-3
CCOC(=O)c1ccc(-c2ccc(/C=N/NC(=O)CN(c3ccccc3Cl)S(C)(=O)=O)o2)cc1	10	3	-3	-1.2	0.1	-19	2.0	2	-4	6.0	-11
C#CCOc1c(/C=C\c2nc(O)c([N+](=O)[O-])c(=O)[nH]2)cc(Br)cc1OC	12	3	-4	-0.9	0.3	-4	-0.2	7	-12	0.3	-2
O=C(Nc1nccs1)C1CCN(S(=O)(=O)c2ccccc2)CC1	22	0	-9	2.6	-1.2	5	0.5	3	2	3.7	1
COc1ccc(NC(=O)COC(=O)c2ccc(Br)o2)cc1OC	-7	-1	1	-0.6	0.0	-6	1.8	2	-3	-0.6	-2
O=C(CSc1ccc2nnc(-c3cccnc3)n2n1)Nc1ccc(F)cc1	17	1	-7	0.9	0.5	6	0.4	-2	-1	-2.1	-1
CC(=O)c1ccc(OC(=O)Cc2cccc3ccccc23)cc1	3	4	-1	-0.4	0.9	36	0.3	-1	-9	3.0	0
CCC1CCCCN1CC(=O)Nc1ccc2c(c1)OCCO2 (stereo unspecified)	6	0	-2	0.0	-0.3	-14	2.9	0	-3	-0.9	4
O=C(Cc1ccccc1)NC(C(=O)O)C(O)c1ccc([N+](=O)[O-])cc1 (stereo unspecified)	-18	-3	5	0.3	1.2	-24	2.5	-1	-4	0.8	-11
Clc1ccc(CSc2nnc(-c3sccc3-n3cccc3)o2)cc1	-22	-6	3	0.2	-0.2	17	1.3	-15	-7	0.7	9
O=C(CN1CCN(c2ccccn2)CC1)Nc1ccc(F)c(F)c1	18	-5	-5	-1.4	-0.2	-14	2.6	-2	0	-1.7	1
COc1ccc2cc(C(=O)NCc3ccccc3)c(=O)oc2c1	11	0	-3	0.3	-3.2	-7	0.2	-4	-4	5.3	4
CCc1nccn1S(=O)(=O)c1ccc(OC)c(OC)c1	-38	-8	13	0.9	2.0	-28	0.9	5	-10	1.6	7
C#CCN1C=CC(=O)[C@@H](OC(=O)Nc2ccccc2Br)[C@H]1c1ccccc1Br	-1	5	0	nt	0.8	nt	0.4	-5	5	nt	2
Cc1ccc(CNC(=O)COc2ccc3c(c2)CCC3)cc1	8	-5	2	0.1	-1.1	22	5.5	-1	2	3.1	-5
O=C1NC(CCO)C(=O)NC1CCO (stereo unspecified)	-12	7	3	nt	-2.2	nt	2.7	0	-3	nt	-2
COc1cccc(/C=N/NC(=O)c2cc(-c3cccn3C)n[nH]2)c1	0	-4	0	-1.0	-1.3	6	1.6	-3	-5	-1.0	-13
Cc1ccc(Nc2nc(CSc3nnc(-c4cccnc4)n3-c3ccccc3F)cs2)cc1	14	4	3	-2.5	3.6	6	2.8	4	-2	-0.3	5
CS(=O)(=O)N1CCN(Cc2ccccc2C(F)(F)F)CC1	-7	4	1	-1.9	-0.5	-1	1.0	-2	4	1.6	1
COc1ccc(N2CCN(CCCNC(=O)C3CCC(CNc4nc(=S)[nH]c5ccccc45)CC3)CC2)cc1 (stereo unspecified)	2	-13	-6	-2.6	-0.7	6	1.4	3	-1	5.5	0
CN1CCN(CCNC(=O)c2ccc3nc(-c4ccc(F)cc4)c(-c4ccc(F)cc4)nc3c2)CC1	4	-11	-1	-2.4	-1.3	-3	-0.2	4	-1	-0.3	8
CC(CCc1ccc(O)cc1)NC1C2CC3CC(C2)CC1C3 (stereo unspecified)	21	-2	0	-0.9	0.3	46	3.0	0	0	-0.2	6
Cc1cc(C)cc(NS(=O)(=O)c2ccc(NC(=S)NC(=O)c3cccs3)cc2)c1	12	-11	-1	2.2	0.6	7	1.4	-2	-6	3.0	-6
